GluA2 TARP mod = modulates AMPAR-stargazin complexes; O88602+P19491; HEK293 GluA2+stargazin, membrane potential dye (FDSS), glutamate EC50; hits were called plate by plate, in both directions; calls only at 30 µM; 40,000 tested, 3.5% active; AID 1259245;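 active means any of four per-well response measures lying three or more SD from its plate-wide compound average, in either direction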
Target sequence (O88602 whole entry, looked up): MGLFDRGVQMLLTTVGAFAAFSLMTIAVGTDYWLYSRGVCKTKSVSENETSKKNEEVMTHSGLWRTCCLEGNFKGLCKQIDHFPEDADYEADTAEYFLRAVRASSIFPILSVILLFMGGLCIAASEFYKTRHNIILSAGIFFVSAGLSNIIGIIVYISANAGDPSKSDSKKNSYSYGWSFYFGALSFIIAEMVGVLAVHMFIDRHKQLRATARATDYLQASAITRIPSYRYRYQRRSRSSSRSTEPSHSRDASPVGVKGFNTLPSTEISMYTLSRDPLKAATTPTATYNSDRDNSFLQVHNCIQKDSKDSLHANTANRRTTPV
Target sequence (P19491 whole entry, looked up): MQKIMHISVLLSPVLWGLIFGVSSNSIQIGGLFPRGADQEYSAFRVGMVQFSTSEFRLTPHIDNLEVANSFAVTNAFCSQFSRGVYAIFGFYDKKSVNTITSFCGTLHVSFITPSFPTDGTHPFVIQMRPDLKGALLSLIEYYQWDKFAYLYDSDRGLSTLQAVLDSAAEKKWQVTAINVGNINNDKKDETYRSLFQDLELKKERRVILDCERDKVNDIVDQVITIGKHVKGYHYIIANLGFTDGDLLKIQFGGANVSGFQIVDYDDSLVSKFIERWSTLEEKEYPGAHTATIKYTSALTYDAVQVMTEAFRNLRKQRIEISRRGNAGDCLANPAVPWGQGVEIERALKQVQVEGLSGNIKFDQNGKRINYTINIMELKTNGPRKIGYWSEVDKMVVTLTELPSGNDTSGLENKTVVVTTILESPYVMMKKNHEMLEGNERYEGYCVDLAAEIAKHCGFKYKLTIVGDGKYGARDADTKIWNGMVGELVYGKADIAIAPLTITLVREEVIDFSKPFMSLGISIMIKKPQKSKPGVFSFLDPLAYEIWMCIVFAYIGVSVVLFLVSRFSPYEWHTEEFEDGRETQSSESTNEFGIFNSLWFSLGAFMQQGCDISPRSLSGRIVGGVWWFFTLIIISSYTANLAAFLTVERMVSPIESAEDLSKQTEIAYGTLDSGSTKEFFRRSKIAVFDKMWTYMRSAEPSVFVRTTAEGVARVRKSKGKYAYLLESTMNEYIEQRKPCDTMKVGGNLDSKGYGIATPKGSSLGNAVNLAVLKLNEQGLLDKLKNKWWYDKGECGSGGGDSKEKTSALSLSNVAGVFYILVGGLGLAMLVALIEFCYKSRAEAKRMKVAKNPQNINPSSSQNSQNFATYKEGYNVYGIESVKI
GluA2 TARP mod agonism max-min = also measured in GluA2 TARP mod; calls as there; compound max-min signal; compound-alone response (agonism);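 unitless range of fluorescence divided by baseline over first 100 seconds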
GluA2 TARP mod glutamate slope = further read-out of GluA2 TARP mod, marked with its call; glutamate slope, % of max; measured here: glutamate response slope, % max;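 scaled per plate between vehicle wells and maximal 1 mM glutamate control wells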
* hit, by the source's call; i = inactive; + = active, no number.

GluA2 TARP mod,GluA2 TARP mod agonism max-min,GluA2 TARP mod glutamate slope,SMILES
i,0.056,37,CCCOc1cn(-c2ccc(F)cc2)nc1C(=O)NCCc1ccc(S(N)(=O)=O)cc1
i,0.041,45,Cc1cc(O)c(C(c2cccc([N+](=O)[O-])c2)c2c(O)cc(C)n(C)c2=O)c(=O)n1C
+,0.28*,69*,Cc1ccc(C(=O)N2CCN(c3nc(C)cc(N4CCCC4)n3)CC2)cc1
i,0.096,59,CC(C)c1nnc(C2CCN(C(=O)c3ccc(Cl)s3)CC2)o1
i,0.11,61,O=C(Cc1ccc(F)cc1)Nc1cc(-c2ccccc2)nn1CCO
i,0.047,42,O=C(NCCS(=O)(=O)N1CCN(Cc2ccccc2)CC1)c1c(F)cccc1Cl
i,0.061,61,COc1ccc(Br)c(C(=O)NCC(O)(c2ccco2)C2CC2)c1 (centres undefined)
+,0.13*,28*,COc1ccc2nc(N(CCN3CCOCC3)C(=O)c3ccc(Cl)s3)sc2c1
i,0.034,48,COc1ccc(S(=O)(=O)CC(=O)Nc2cccc(-c3nc4ccccc4[nH]3)c2)cc1
i,0.1,61,Cc1ccccc1C(=O)N1CCN(S(=O)(=O)c2cc3c4c(c2)CCC(=O)N4CCC3)CC1
i,0.039,48,C=CCN1C(=O)C2(OCCCO2)c2cc(C)ccc21
i,0.097,63,CC(NC(=O)CCc1csc(NC(=O)c2ccco2)n1)c1ccccc1 (centres undefined)
i,0.045,-1,COc1ccc(-c2ccc(=O)n(CCNS(=O)(=O)c3cc(F)ccc3F)n2)cc1
+,0.16*,49*,CC(C)n1c(=O)c2nscc2n(CC(=O)Nc2ccc(Br)cc2)c1=O
i,0.074,-14,Cc1nc2ccc(N/C=C3\C(=O)C(C)(C)Oc4ccc5ccc(=O)oc5c43)cc2s1
i,0.098,43,CCOC(=O)N1CCc2c(sc(NC(=O)C3CCCN(S(C)(=O)=O)C3)c2C#N)C1 (centres undefined)
i,0.15,59,COc1cccc(NC(=O)Cn2c(=O)n(CC(=O)NCc3ccc(C)cc3)c(=O)c3sccc32)c1
i,0.047,38,CC(C)n1ccc(-c2nnc(NC(=O)C3CCCN(S(C)(=O)=O)C3)o2)n1 (centres undefined)
i,0.049,54,O=C(Cn1c(=O)oc2ccccc21)NCC1CCN(C(=O)Nc2ccc(F)cc2)CC1
i,0.15,60,N#C/C(=C\Nc1ccccc1)C(=O)NCc1ccccc1
i,0.12,63,COc1ccccc1CNC(=O)CCc1csc(NC(=O)c2ccco2)n1
i,0.04,-3,COc1ccc(C)cc1S(=O)(=O)NCCn1nc(-c2ccccc2)ccc1=O
i,0.1,53,O=C(Nc1ccccc1OC(F)F)c1ccc(S(=O)(=O)N2CCCCCC2)cc1
i,0.12,38,CC(C)CCNC(=O)CCc1csc(NC(=O)c2ccc[nH]c2=O)n1
i,0.18,56,CS(=O)(=O)N1N=C(c2cccs2)CC1c1ccc2nccnc2c1 (centres undefined)
i,0.038,47,Cc1ccc(N2CCC(C(=O)O)CC2)nn1
+,0.15*,54*,COc1cccc2sc(NC(=O)c3ccc(S(=O)(=O)C(C)C)cc3)nc12
i,0.049,33,COc1cn(CC(=O)Nc2ccc([N+](=O)[O-])cc2)c(CSc2ncccn2)cc1=O
i,0.07,44,CCCC(CCC)C(=O)N1CCN(c2ccc(-c3ccc4c(c3)OCO4)nn2)CC1
i,0.13,61,COc1ccc(-c2nnc(NC(=O)/C=C/c3ccccc3Cl)o2)cc1OC
i,0.03,35,O=C(Cc1ccc(F)cc1)N1CCN(c2ccc(-c3ccc4c(c3)OCO4)nn2)CC1
i,0.13,55,CC(C)(C)c1cc(NC(=O)c2ccc3nsnc3c2)n(CCO)n1
i,0.064,91,CCOCCn1c(=O)c2c(nc3n2CCN3c2cccc(C)c2C)n(C)c1=O
i,0.068,44,COc1ccc(OC)c(S(=O)(=O)Nc2ccc3c(c2)N(C(=O)C2CC2)CC3)c1
i,0.062,43,COc1cc(C(=O)NCCNC(=O)c2ccc(NC(=O)C3CC3)cc2)cc(OC)c1OC
i,0.081,45,O=C(CSc1ccc(NC(=O)c2ccco2)nn1)Nc1ccc(F)c(F)c1
i,0.051,56,Cc1cc(O)c(C(c2cccc(O)c2)c2c(O)cc(C)n(C)c2=O)c(=O)n1C
i,0.07,48,O=C(c1ccc2c(c1)OCCO2)N(CCCn1ccnc1)c1nc2c(F)cccc2s1
i,0.091,46,COC(=O)c1sc2ccccc2c1NC(=O)CSCc1ccccc1
i,0.062,49,CN(C)C(CNC(=O)c1cccc2ccccc12)c1ccccc1 (centres undefined)
i,0.15,59,CC1CC(=O)N(CCOc2cccc3ccccc23)c2ccccc2N1 (centres undefined)
i,0.11,52,CCCOc1ccc(/C(O)=C2\C(=O)C(=O)N(CCN(CC)CC)C2c2ccccn2)cc1 (centres undefined)
i,0.085,-3,Nc1ccc2c(c1)N(S(=O)(=O)c1ccc(F)cc1)CCC2
i,0.086,65,COCCNC(=O)CSc1nnc(-c2cn(C)nc2OC)n1C
i,0.033,63,COc1cccc(C(=O)Nc2sc(SCC(N)=O)nc2-c2ccccc2)c1OC
i,0.078,55,Cc1cc(C)c(S(=O)(=O)NC(C)(C)C)c(C)c1N(C)S(C)(=O)=O
i,0.11,57,CC(O)(CNC(=O)NCc1ccc(F)cc1)c1ccc(-c2ccccc2)cc1 (centres undefined)
i,0.039,68,CC(C)S(=O)(=O)c1cccc(C(=O)Nc2ccccc2-c2nc3ccccc3s2)c1
i,0.11,42,O=C(Nc1nccs1)c1ccc(N2CCCCS2(=O)=O)cc1
i,0.14,51,Cc1ccc(C)c(S(=O)(=O)Nc2ccc(S(=O)(=O)N3CCCCC3)cc2)c1
i,0.091,47,COCC(C)NC(=O)C(=O)NC(C)(C)C (centres undefined)
i,0.047,47,CC1(C)CC(=O)C=C(Nc2ccc(OCC(F)(F)C(F)F)cc2)C1
i,0.032,47,CCOc1ccc(NC(=O)c2ccc(N3CCCS3(=O)=O)cc2)cc1
i,0.14,63,COCCCNC(=O)c1cc2c(=O)n(C)c(=O)n(C)c2n1CCOC
i,0.08,79,COc1ccccc1C1(CNC(=O)c2nc3ccccc3s2)CCOCC1
i,0.088,71,COc1cccc(-c2nnc3ccc(OCCNC(=O)CC(C)(C)C)nn23)c1
i,0.12,51,CSc1ccccc1NC(=O)C(=O)NCCn1nc(C)cc1C
i,0.1,65,COc1ccc(CNC(=O)NCC(O)c2cccn2C)cc1OC (centres undefined)
i,0.12,57,CC1Cc2c(NC(=O)CC3CCCC3)nn(C)c2NC1=O (centres undefined)
i,0.13,74,CCC(=O)Nc1sc2c(c1-c1nc3ccccc3s1)CCN(C(C)=O)C2

Remaining list, next part
GluA2 TARP mod,GluA2 TARP mod agonism max-min,GluA2 TARP mod glutamate slope,SMILES
i,0.052,65,O=S(=O)(c1ccc2c(c1)OCCCO2)N1CCCCCC1
i,0.091,63,CN(C)S(=O)(=O)c1ccc(C(=O)Nc2cc(C(=O)N3CCOCC3)cn(C)c2=O)cc1
i,0.071,76,CCOC(=O)c1sc(NC(=O)CSc2cc(N3CCOCC3)ncn2)nc1C
i,0.09,63,O=S(=O)(NCC#CCN1CCc2ccccc2C1)c1cccc(Cl)c1
+,0.078*,-0.1*,O=C(COc1ccccc1C1CC(c2ccccc2)=NN1C(=O)c1ccccc1)NCCO (centres undefined)
i,0.078,46,CC(C)Cn1c(=O)c2c(nc3n2CC(C)CN3c2ccc(Oc3ccccc3)cc2)n(C)c1=O (centres undefined)
i,0.028,51,CC(C)Oc1ccc(-c2noc(Cn3c(=O)n(-c4ccccc4)c(=O)c4sccc43)n2)cc1
i,0.083,55,Cc1csc(NC(=O)CN2CCC(c3nnc(C4CC4)o3)CC2)n1
i,0.045,65,Cc1cc(C)c(NC(=O)C(=O)NCC2CCN(Cc3ccco3)CC2)c(C)c1
i,0.13,51,CCOC(=O)Cc1csc(NC(=O)c2nc(-c3cnccn3)no2)n1
i,0.05,51,NC(=O)C1Cc2ccccc2N1C(=O)NCc1cccs1 (centres undefined)
i,0.046,42,CCOCCn1c(-n2nc(C)cc2C)nc2c1c(=O)n(Cc1ccc(C)cc1)c(=O)n2C
i,0.037,83,Cc1ccccc1-c1nc(COC(=O)c2nnn(-c3ccc(F)cc3)c2C)c(C)o1
i,0.077,67,C=CCn1c(=O)c(C(=O)NCc2cccc(OC)c2)c(O)c2ccccc21
i,0.08,66,Cc1c(C(=O)N2CCN(C)CC2)c(C(F)(F)F)nn1C1CCCC1
i,0.11,41,CCOC(=O)C1CCc2sc(NC(=O)Cn3nc(C)cc3C)nc21 (centres undefined)
i,0.037,51,Cc1cc(C)c(OCC(O)CN2CCN(C)CC2)c(C)c1 (centres undefined)
i,0.084,65,Cc1c(C(=O)NCc2ccco2)c(C(F)(F)F)nn1C(C)C
i,0.1,33,O=C(Cc1ccc(NS(=O)(=O)Cc2ccccc2Cl)cc1)NCC(F)(F)F
i,0.12,53,COc1ccc(S(=O)(=O)Nc2cc(C)nn2C2CCS(=O)(=O)C2)cc1C (centres undefined)
i,0.045,23,C#CCn1c(=NC(C)=O)sc2cccc(F)c21
i,0.087,41,COc1ccc(-c2csc(NC(=O)C3CCCN(S(C)(=O)=O)C3)n2)cc1C (centres undefined)
i,0.092,64,Cc1cc(C)c(NS(=O)(=O)c2c(C)cc(C)c(N(C)S(C)(=O)=O)c2C)c(C)c1
i,0.14,73,CCc1ccc(N2CCn3c2nc2c3c(=O)n(CC)c(=O)n2C)cc1
i,0.053,60,CC(=O)Nc1cccc(NC(=O)CCN2C(=O)c3ccccc3S2(=O)=O)c1
i,0.067,92,CN(C)C(CNC(=O)C(=O)Nc1nccs1)c1ccco1 (centres undefined)
i,0.11,54,CC(=O)c1cc(C(=O)OCC(=O)Nc2ccc(Cl)cc2)c2ccccn12
i,0.1,47,CC1CCc2cc(F)ccc2N1C(=O)Cc1cc(-c2ccc(F)cc2)on1 (centres undefined)
i,0.076,66,Cc1cc(C)c2sc(N(Cc3ccco3)C(=O)COc3ccccc3)nc2c1
i,0.018,37,CC(C)(C)n1ncc2c(=O)n(NC(=O)c3cc4ccccc4o3)cnc21
i,0.071,46,COc1ccc(NC(=O)Nc2cccc(-c3ccc(N4CCOCC4)nn3)c2)cc1OC
i,0.046,58,O=C1CCCN1c1ccc(NS(=O)(=O)c2ccc(F)cc2F)cc1
i,0.1,68,Cc1nc(N2CCN(C(=O)Nc3cc(F)cc(F)c3)CC2)cc(-n2ccnc2)n1
i,0.22,71,Cc1cc(N2CCN(Cc3ccccc3)CC2)n2nc(C)nc2n1
i,0.11,68,COc1ccccc1OCC(=O)Nc1ccc2cn[nH]c2c1
i,0.074,79,COc1ccc(C)cc1NC(=O)c1cncc(Br)c1
i,0.093,42,CCc1ccc(Oc2cc(N3CCC(C(=O)NCCC4=CCCCC4)CC3)ncn2)cc1
i,0.12,70,COc1ccc(S(=O)(=O)N2CCN(Cc3nc(C(C)(C)C)cs3)CC2)cc1
i,0.082,57,COc1ccccc1N1CCN(S(=O)(=O)c2ccc(F)cc2C)CC1
i,0.11,52,Cc1ccc(OCc2ccc(C(=O)Nc3ccc([N+](=O)[O-])cc3)o2)cc1
i,0.066,52,C#CCn1c(=NC(=O)CSC(C)=O)sc2cc(OC)ccc21
i,0.046,58,CCC(C)c1ccccc1OCC(O)CNC(C)C (centres undefined)
i,0.15,57,COc1ccc(S(=O)(=O)c2cnc(SCC(=O)Nc3cccc(OC)c3)[nH]c2=O)cc1
i,0.042,42,COc1cc(NC(=S)N2CCC(O)CC2)cc(OC)c1
i,0.058,35,CS(=O)(=O)N1CCC(CNC(=O)CCc2ccccc2)CC1
i,0.11,53,COc1ccc(CN(c2ccc(OC)cc2)S(=O)(=O)c2ccc3nnc(C)n3c2)cc1
i,0.13,71,CC1=NN(c2ccccc2)C(=O)/C1=C\N1CCC(C)CC1
i,0.14,58,O=C(CCc1csc(NC(=O)c2ccco2)n1)Nc1cccc(Br)c1
i,0.047,26,COc1ccc(C(=O)N2CCC3(CC2)NC(=O)NC3=O)cc1

A portion of the library; the hit share may differ from the screen's.
